From PubChem
Pf apPOL inh = Pf-apPOL DNA polymerase inhibition; inhibition, % at 10 µM; AID 1794808; Recombinant Pf-apPOL, molecular beacon fluorescence, 1.5 h; 210,000 compounds, 0.25% hits
mHTT CaM bind = inhibitors of human mutant huntingtin-calmodulin interaction. P42858. AlphaScreen His-mHTT/GST-CaM binding, luminescence. inhibition, % at 15 µM. 190,000 compounds, 3.6% hits;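 also: 0% = both proteins with DMSO and 100% = one protein alone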
Numbers without * were called inactive; / = not tested or not shown; & = joins results of further samples. Rule as the data show it: active = inhibition above about 50%; inactive = the rest. An unsorted share of the library, and some 3.6% of all compounds hit somewhere here.

SMILES	Pf apPOL inh	mHTT CaM bind
Cc1cc(C)cc(NC(=O)N2CC(C(=O)N3CCCCC3)C(c3cccnc3)C2)c1 (stereo not drawn)	0	-1
O=C(COc1ccccc1)N1CCC(CCOc2cccnc2)CC1	-5	-3
CC(CC(=O)Nc1ccc(Cl)cc1)S(=O)(=O)c1ccc(Cl)cc1 (stereo not drawn)	-9	/
Cc1nn(C)c(NNS(=O)(=O)c2ccc(Cl)c(Cl)c2)c1[N+](=O)[O-]	8	/
Nc1cccc(NC(=O)c2cccc(Cl)c2)c1	2	7
CCCN(CCC)S(=O)(=O)c1ccc(C)c([N+](=O)[O-])c1	1	-10
O=C(c1n[nH]c2c1CCCCCC2)N1CCc2nc3cc(-c4ccccc4)[nH]n3c(=O)c2C1	2	20
CCN1C=C(c2ccc3ccccc3n2)C(C[N+](=O)[O-])c2ccccc21 (stereo not drawn)	-1	11
COc1nc(NS(=O)(=O)c2ccc(NC(C)=O)cc2)nc(C)c1Cl	-5&3	0&-6
COc1ccc(Cn2c(SC)nc3ccccc32)cc1	4	-10
CCOc1ccc(N(CC(=O)NC(C)(C)C)S(C)(=O)=O)cc1	-4	-2
COc1ccccc1-c1noc(C2CCCN2C(=O)c2ccc(C)c(F)c2)n1 (stereo not drawn)	-2	21
COc1ccccc1-c1coc2c3c(ccc2c1=O)OCN(CCCc1ccccc1)C3	-12	9
OCCN1CCN(C2C3CC4CC(C3)CC2C4)CC1 (stereo not drawn)	62*	1
Cc1cc2cc(CNC(=O)c3ccccc3[N+](=O)[O-])ccc2n1C	-13	25
CC(C)=C1C2C=CC1C1C(=O)N(c3ccc(C)c(C)c3)C(=O)C21 (stereo not drawn)	-27	0
COc1cc(C2NC(C(=O)O)CS2)cc([N+](=O)[O-])c1O (stereo not drawn)	-1	8
Cc1cc([N+](=O)[O-])ccc1-n1c(C)ccc1C	-3	38
O=C(CNCc1cccnc1)N1c2ccccc2Sc2ccc(C(F)(F)F)cc21	-6	8
COc1ccc(OC)c(NC(=O)CN(c2c(C)cccc2C)S(C)(=O)=O)c1	-6	7
COc1ccccc1NC(=O)CC1Sc2ccc(C(F)(F)F)cc2NC1=O (stereo not drawn)	-4	-2
O=C(Nc1ccc([N+](=O)[O-])cc1)c1ccc(CSc2ccccc2)o1	2	30
O=C(Oc1ccc2cccc(OC(=O)N3CCOCC3)c2c1)N1CCOCC1	-5	-6
COc1ccc(-c2c(C)nn3c(C)cc(C)nc23)cc1	9&2	-4&-4
Cc1ccccc1CC(=O)N1CCCC1c1c(C)noc1C (stereo not drawn)	3	4
O=C(CNCc1cccnc1)Nc1ccc(OC(F)(F)F)cc1	0	-3
CCOC(=O)c1ccc(NC(=O)c2cc3ccccc3c(=O)s2)cc1	-6	-13
CCc1ccc(S(=O)(=O)N2CCSC2c2cccc(Cl)c2)cc1 (stereo not drawn)	2	-78
COc1cc(OC)cc(N2CCN(C(=O)c3ccc(F)cc3)C(C)C2=O)c1 (stereo not drawn)	-4	7
CCC(=O)N1CCc2sc(S(=O)(=O)Nc3ccc(Br)cc3F)cc2C1	-5	48
Cc1noc(C2(NC(=O)Nc3cccc(Cl)c3C)CCCCC2)n1	3	-7
CCCCc1ccc(-c2nc(C=Nc3ccc(C(C)=O)cc3)c(O)o2)cc1	0	6
Cc1cc(C)cc(N2C(=O)CC(N3CCOCC3)C2=O)c1 (stereo not drawn)	-7	0
COC(=O)c1ccc(Oc2c(C)oc3c4c(ccc3c2=O)OCN(C(C)C)C4)cc1	-3	4
CCOC(=O)c1cc(CC)sc1NC(=O)C(Cl)(Cl)Cl	0	/
COc1cc(OC)c(NC(=O)N2CCn3cccc3C2C(C)C)cc1Cl (stereo not drawn)	-6	21

Quoted at random: three entries already listed
SMILES	Pf apPOL inh	mHTT CaM bind
Cc1ccccc1CC(=O)N1CCCC1c1c(C)noc1C (stereo not drawn)	3	4
Cc1cc(C)cc(N2C(=O)CC(N3CCOCC3)C2=O)c1 (stereo not drawn)	-7	0
Cc1noc(C2(NC(=O)Nc3cccc(Cl)c3C)CCCCC2)n1	3	-7

Other records
SMILES	Pf apPOL inh	mHTT CaM bind
CCn1cc(S(=O)(=O)N2CCC(n3c(-c4ccc(F)cc4)nc4cccnc43)C2)cn1 (stereo not drawn)	-6	5
CC1CCN(CCCNC(=O)c2cc3cn(C4CC4)cc3s2)CC1	5	36
O=C(OC1CC1(Cl)Cl)c1ccccc1 (stereo not drawn)	6	/
Cn1c(=O)c2c(nc3n(CCC45CC6CC(CC(C6)C4)C5)c(-c4ccccc4)cn23)n(C)c1=O	-5	-3
O=C(c1ccc2ncnc(N3CCCC3)c2c1)N1CCN(c2ccccc2F)CC1	1	4
O=C(NC(Nc1cccc([N+](=O)[O-])c1)C(Cl)(Cl)Cl)c1ccccc1[N+](=O)[O-] (stereo not drawn)	-3	14
CC(=O)N1CCc2cc(Br)cc(S(=O)(=O)NCCCN(C)C)c21	-2	-3
COc1cc(NC(=O)Cc2ccc(Br)cc2)c(OC)cc1Cl	-8	-2
CCn1cc(S(=O)(=O)CC(=O)Nc2ccc(Br)cc2)c2ccccc21	-6	4
O=C(Cn1cccc1-c1nnc(C2CC2)o1)NCc1ccc(F)cc1	-1	-6
Cc1ccc(NC(=O)Cc2nn(C)c(=O)c3ccccc23)cc1	-7	4
O=C(NCc1ccccn1)Nc1c[nH]c2ccccc12	-9	7
Cc1ccc(CNC(=O)c2c[nH]c3ccc(S(=O)(=O)Nc4ccc(C)cc4C)cc3c2=O)cc1	-13	10
COc1cncc(C(=O)Nc2cc(F)ccc2F)c1	-4	-12
O=C(O)C1CCCCC1C(=O)NCCCN1CCOCC1 (stereo not drawn)	0	1
CCOC(=O)CCCNC(=O)O[C@@H]1C[C@H]2C[C@@H]1[C@H]1CCCCN1C2	-3	85*
CCc1ccc(NC(=O)CSc2nc3c(c(=O)n2Cc2ccccc2)SC(C)C3)cc1 (stereo not drawn)	2	7
Fc1ccc(C2Nc3ccc(OC(F)(F)F)cc3C3C=CCC32)cc1 (stereo not drawn)	/	37
CCN(CC)C(=O)c1ccc(-c2nnc(N3CCCCC3)c3ccccc23)cc1	-11	17
CC(C)(C)CC(=O)Nc1cnc(-c2ccc(Cl)cc2)nc1	3	-16
COc1ccc(CCN2C(=O)CSC2c2ccc(F)cc2)cc1OC (stereo not drawn)	15	8
CC1Cc2cc(-c3cc(CC(=O)NCCC4=CCCCC4)no3)ccc2O1 (stereo not drawn)	-8	-2
Cc1cc(C(=O)Nc2nnc(-c3cc(C)n(C)n3)o2)nn1C	-1	0
COc1ccc(C)cc1NC(=O)CCCc1ccccc1	-6	-26
O=C(O)/C=C/c1cnc[nH]1	5	/
CCN1CCN(CCNC(=O)c2ccnc(N3CCNC(c4ccccc4)C3)c2)CC1 (stereo not drawn)	-4	1
O=C(NC1CCCCC1)c1ccc(CS(=O)(=O)Cc2ccccc2Cl)o1	-16	-3
O=C(CSc1ccccn1)Nc1ccc2c(c1)OCCO2	-25	/
O=S(=O)(c1ccc(C2CCCCC2)cc1)N1CCc2nc[nH]c2C1	0	23
Cc1nn(-c2ccc(C(=O)NCc3cccs3)cc2)c2c1C(=O)CC(C)(C)C2	6	0
Cc1c(C(=O)N2CCC(C)CC2)sc2ncn(Cc3ccccc3F)c(=O)c12	-7	16
COc1ccc(C(=O)N2CCC3(C2)C(=O)N(C)c2ccccc23)cc1 (stereo not drawn)	-5	16
Cc1cccnc1Nc1nc(-c2ccc(O)cc2O)cs1	-14	100*
Cc1cc(=O)oc2cc(OCC(=O)NC3CCCCC3)ccc12	4	-4
COc1cc(Br)c(Br)c(/C=C2\SC(=O)NC2=O)c1O	-1	12
CCc1ccc(CNC(=O)CN2C(=O)NC3(CCCCC3)C2=O)cc1	-4	-2
COc1ccc2cc(C(=O)Nc3ccccc3C)c(=O)oc2c1	-4	-2
Cc1ccc(C(=O)NCCSc2c(C)[nH]c3ccccc23)cc1[N+](=O)[O-]	2	27
CN(C)c1ccc(-c2c(-c3ccc4c(c3)OCO4)noc2-c2ccsc2)cn1	-5	6
COc1ccccc1NC(=O)CN1CCN(CC(=O)Nc2ccc(F)c(F)c2)CC1	-5	11
CCC(CO)Nc1ncnc(N)c1[N+](=O)[O-] (stereo not drawn)	-3	0
NC(=O)c1cc[n+](CC(=O)N2CCOCC2)cc1	-8	-1
O=c1[nH]c2ccc(Br)cc2c(-c2ccccc2)c1CN1CCCCC1	-3	100*
COC(=O)c1ccc2c(c1)C(=O)N(c1ccc([N+](=O)[O-])cc1)C2=O	-2	-9
CCc1ccc(OCC(=O)Nc2cccc([N+](=O)[O-])c2)cc1	-7	1
Cc1ccc(C(=O)N2CCc3c(c(-c4nc(-c5ccc(F)cc5)no4)nn3C)C2)cc1C	2	12
CC(O)(CNS(=O)(=O)c1ccc(Cl)s1)c1cccs1 (stereo not drawn)	7	1
O=C(C1CCCN1)N1CCC(c2nncn2Cc2ccccc2)CC1 (stereo not drawn)	1	-8
Cc1sc(NC(=O)c2ccc(Br)o2)c(C#N)c1C	-2	-1
CS(=O)(=O)N1CCC(CNC(=O)C(=O)Nc2cc(Cl)ccc2C#N)CC1	4	-6
O=C(NCC1CCN(Cc2ccco2)CC1)Nc1cccs1	6	13
COc1ccc(-c2c(C)c3ccc(OCC=C(C)C)cc3oc2=O)cc1	-6	-16
COc1cc(SC)ccc1C(=O)Nc1ccc(OCC(=O)N2CCOCC2)cc1	-8	9
O=C(CC1=CCCCC1)NC1CCc2[nH]c3ccc(Br)cc3c2C1 (stereo not drawn)	-6	100*
CC(C)(C)N=C1Nc2ccccc2CNC12CCN(C(=O)c1ccncc1)C2 (stereo not drawn)	-5	16
O=C(Nc1cccnc1Cl)c1cnn2c1NC(c1ccccc1)CC2C(F)(F)F (stereo not drawn)	-15	16
O=C(NCC(O)C1CCCCC1)c1ccco1 (stereo not drawn)	-1&-10	-1&-8
COc1ccc(-n2nc3c(c2NC(=O)c2cc(Cl)cc(Cl)c2)CSC3)cc1	3	15
COc1ccc(Br)cc1C1=N/C(=C/C(C)=C/c2ccccc2)C(=O)O1	-8	17
O=C(O)CSc1nnc2n1-c1ccc(Cl)cc1NN2	76*	/

Some values from the results shown.
mHTT CaM bind, CS(=O)(=O)N1CCC(CNC(=O)C(=O)Nc2cc(Cl)ccc2C#N)CC1 stands at -6
Pf apPOL inh, COc1ccc(Br)cc1C1=N/C(=C/C(C)=C/c2ccccc2)C(=O)O1 stands at -8
mHTT CaM bind, CC(C)(C)N=C1Nc2ccccc2CNC12CCN(C(=O)c1ccncc1)C2 (stereo not drawn) stands at 16
Pf apPOL inh, O=C(O)CSc1nnc2n1-c1ccc(Cl)cc1NN2 stands at 76*
mHTT CaM bind, Cc1sc(NC(=O)c2ccc(Br)o2)c(C#N)c1C stands at -1
Pf apPOL inh, O=C(NCC(O)C1CCCCC1)c1ccco1 (stereo not drawn) stands at -1&-10
mHTT CaM bind, COc1cc(SC)ccc1C(=O)Nc1ccc(OCC(=O)N2CCOCC2)cc1 stands at 9

Later entries
SMILES	Pf apPOL inh	mHTT CaM bind
O=C(NCc1ccco1)c1cc(Sc2ccc(F)cc2)nc2ccccc12	-1	40
O=C(O)/C=C/C(=O)NC1CCCCC1	/	-8
COc1cccc(N2C(=O)Nc3ccccc3C2(O)C(=O)NCc2ccccc2Cl)c1 (stereo not drawn)	-6	2
Cc1ccc(C)c(-c2csc(NC(=O)c3ccc(C#N)cc3)n2)c1	2	-6
CC(C)(C)c1ccc(C(=O)Nc2cc(C(N)=O)cc(C(N)=O)c2)cc1	-4	28
O=C(CSC1CC(=O)N(c2ccccc2)C1=O)Nc1cccc(Cl)c1 (stereo not drawn)	-1	-3
O=C(Nc1ccc(F)cc1)c1cc(S(=O)(=O)NCc2ccccc2Cl)ccc1F	40	0
CCOC(=O)COc1ccc(Cl)cc1C(=O)OC	3	/
CCOc1ccccc1C(=O)Nc1ccc2c(c1)N(CCOC)CCC2	-3	46
C=CCSc1nnc2c(n1)OC(c1cc([N+](=O)[O-])ccc1OC)Nc1ccccc1-2 (stereo not drawn)	-9	-2
O=C(c1cc2nc(-c3ccco3)cc(C(F)(F)Cl)n2n1)N1CCCCCC1	-4	5
CN(C)c1ccc(/C=c2\sc3nc(-c4ccc(Br)cc4)nn3c2=O)cc1	-7	3

Reprinted from above, 5 compounds:
SMILES	Pf apPOL inh	mHTT CaM bind
Cc1nn(C)c(NNS(=O)(=O)c2ccc(Cl)c(Cl)c2)c1[N+](=O)[O-]	8	/
Nc1cccc(NC(=O)c2cccc(Cl)c2)c1	2	7
CCCN(CCC)S(=O)(=O)c1ccc(C)c([N+](=O)[O-])c1	1	-10
O=C(c1n[nH]c2c1CCCCCC2)N1CCc2nc3cc(-c4ccccc4)[nH]n3c(=O)c2C1	2	20
CCN1C=C(c2ccc3ccccc3n2)C(C[N+](=O)[O-])c2ccccc21 (stereo not drawn)	-1	11

Additional results.
SMILES	Pf apPOL inh	mHTT CaM bind
C=CCNC(=O)C1CCC(c2ccccc2)N(C(=O)c2ccccc2F)C1 (stereo not drawn)	3	2
NC(=Nc1nc2ccccc2o1)NC(=O)c1cc([N+](=O)[O-])ccc1N	-1	4
COc1ccc(C)cc1NC(=O)CN1CCC(c2nc(-c3cccs3)no2)CC1	-6	6
Clc1ccc(CSc2ncc3ccccn23)cc1	-26	/

Whole records from above.
Clc1ccc(CSc2ncc3ccccn23)cc1 as listed: Pf apPOL inh = -26; mHTT CaM bind = /
NC(=Nc1nc2ccccc2o1)NC(=O)c1cc([N+](=O)[O-])ccc1N as listed: Pf apPOL inh = -1; mHTT CaM bind = 4
